Screening data (PubChem BioAssay)
SNCA expr inhib: reduces expression of the alpha-synuclein gene; HEK-293 SNCA-luciferase knock-in, luminescence, 24 h; Potency, µM (titrated, usually from 57.2 µM), inactives show at the highest dose activity change, negative = inhibition, usual class: inhibitors; hit rate 0.17% among 140,000; AID 1671194;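 note: potency is the fitted concentration of half-maximal effect; plate controls were DMSO cells for no effect and cell-free wells for full effect; nearly all actives have a fitted effect of over 45% in size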
3T3 cytotox: NIH 3T3 cell cytotoxicity; AID 1345082; Potency, µM (doses to about 96.7 µM), without a hit: at the top dose activity change, negative = cytotoxicity, usual class: inhibitors; hit rate 4.3% among 94,000; NIH 3T3 viability, CellTiter-Glo ATP luminescence, 48-72 h; note: potency is the fitted concentration of half-maximal effect; nearly all actives have a fitted effect of over 55% in size
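Luminescent ATP readout (CellTiter-Glo, 10 min RT) after 48 or 72 hr compound exposure of NIH 3T3 cells seeded at 400 cells/well in 1536-well format; quantitative HTS.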
GPT2 inh: GPT2 alanine aminotransferase inhibition | Q8TD30 | Recombinant GPT2, coupled pyruvate oxidase/HRP Amplex Red fluorescence | Potency, µM (highest dose often 57.7 µM), inactives show at the top dose activity change, negative = inhibition, actives largely listed as inhibitors | hit rate 0.25% among 100,000 | AID 1671188; note: potency is the fitted concentration of half-maximal effect; nearly all actives have a fitted effect of over 60% in size; many of its hits are not listed in these tables
Target sequence (Q8TD30 whole entry, looked up): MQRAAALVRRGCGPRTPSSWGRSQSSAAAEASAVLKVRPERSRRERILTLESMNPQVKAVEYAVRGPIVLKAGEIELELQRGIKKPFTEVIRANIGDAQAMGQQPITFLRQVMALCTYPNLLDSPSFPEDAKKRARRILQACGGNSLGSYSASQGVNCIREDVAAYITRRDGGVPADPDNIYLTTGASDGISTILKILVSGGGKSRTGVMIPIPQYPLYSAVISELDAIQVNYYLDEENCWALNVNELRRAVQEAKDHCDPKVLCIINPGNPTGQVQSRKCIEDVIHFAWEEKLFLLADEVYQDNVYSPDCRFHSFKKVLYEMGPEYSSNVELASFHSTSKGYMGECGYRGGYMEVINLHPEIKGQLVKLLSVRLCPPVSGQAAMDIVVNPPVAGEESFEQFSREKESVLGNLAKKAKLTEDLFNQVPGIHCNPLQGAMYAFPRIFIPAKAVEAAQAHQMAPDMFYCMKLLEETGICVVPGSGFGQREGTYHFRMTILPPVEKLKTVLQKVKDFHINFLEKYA
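Inhibition is scored from Amplex Red fluorescence generated when pyruvate oxidase and HRP act on pyruvate released by GPT2. Reactions contain 10ng/uL enzyme, 250uM a-KG and 2mM L-alanine and run 30 min at room temperature.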
IP6K1 inh: IP6K1 kinase inhibition; AID 1645851; IP6K1 kinase, ADP-Glo luminescence, 2 h; hits give low values; hit rate 0.81% among 140,000; Q92551; activity change, % (series mostly up to about 58 µM); in the data active = activity change below about -25%
Target sequence (Q92551 whole entry, looked up): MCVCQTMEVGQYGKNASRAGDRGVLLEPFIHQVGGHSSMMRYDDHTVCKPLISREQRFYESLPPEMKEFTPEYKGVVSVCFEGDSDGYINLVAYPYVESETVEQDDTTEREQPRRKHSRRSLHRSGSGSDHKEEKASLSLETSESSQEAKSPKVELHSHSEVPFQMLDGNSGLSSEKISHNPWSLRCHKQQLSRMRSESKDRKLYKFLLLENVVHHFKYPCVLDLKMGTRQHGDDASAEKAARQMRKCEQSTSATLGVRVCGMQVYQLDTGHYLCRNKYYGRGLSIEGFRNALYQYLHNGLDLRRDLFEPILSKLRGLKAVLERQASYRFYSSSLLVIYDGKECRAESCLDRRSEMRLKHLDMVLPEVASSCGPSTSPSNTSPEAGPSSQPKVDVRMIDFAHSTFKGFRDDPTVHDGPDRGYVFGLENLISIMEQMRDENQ
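ADP-Glo luminescence measures ADP made by human IP6K1 during a 2 h RT reaction with ATP/IP6 (mix at 1.3 mM/130 uM); top library doses 57.5 and 19.1 uM final.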
HEK293 tox: cytotoxic compounds in HEK 293 cells. Potency, µM (top dose mostly 115 µM), inactives show at the highest dose activity change, negative = cytotoxicity, usual class: inhibitors. HEK 293 viability, ATP luminescence (CellTiter-Glo), 48-72 h. hit rate 6.6% among 94,000. AID 1345083; note: potency is the fitted concentration of half-maximal effect; nearly all actives have a fitted effect of over 60% in size
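HEK 293 cells at 250 cells/well were exposed to compounds by pintool transfer for 48 or 72 hr at 37 degree Celsius, 5% CO2. Viability was read as ATP-coupled luminescence with CellTiter-Glo after 10 min at room temperature.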
Luciferase inh: Photinus pyralis luciferase inhibition; purified P. pyralis luciferase, luminescence, biochemical; Potency, µM (highest dose often 115 µM), without a hit: top-dose activity change, negative = inhibition, most hits filed as inhibitors; hit rate 2.5% among 76,000; AID 1347043; note: potency is the fitted concentration of half-maximal effect; nearly all actives have a fitted effect of over 65% in size
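Biochemical qHTS: compound (6-point titration) added to 10uM D-luciferin plus 10uM ATP in Tris acetate pH 7.5 buffer with Mg, Tween-20 and BSA, then purified enzyme at 10nM; light output imaged.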
HEK293 viab: counter-screen for SNCA expression inhibitors: cell viability; HEK-293-SNCA-luc viability, GF-AFC fluorescence, 24 h; Potency, µM (doses to about 57.1 µM), for the others: top-dose activity change, negative = cytotoxicity, actives largely listed as cytotoxic; hit rate 0.12% among 150,000; AID 1671193;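 note: potency is the fitted concentration of half-maximal effect; 0% = DMSO-treated cells and -100% = medium-only wells without cells; nearly all actives have a fitted effect of over 30% in size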
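Cytotoxicity counterscreen: after 24 h compound treatment of genome-edited SNCA-luciferase HEK-293 cells, live-cell protease substrate GF-AFC read by fluorescence after 30 min; activity scaled between DMSO (0%) and medium-only (-100%), curves Hill-fitted.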
Numbers without * were called inactive; i = inactive; ? = inconclusive; · = no result given; ! = repeats disagree; [ ] = another dose, or the depositor's remark. Unless noted, calls come from the whole dose curve; as a rule, active = well fitted curve in the direction sought with a large enough effect; inconclusive = small, poorly fitted or top-dose-only effect, or another doubt; inactive = no such curve, though single readings can be large; an effect the other way counts as inactive or inconclusive. Unless noted, % is set by controls: 0 for no effect and ±100 for the full control effect. An excerpt, so the mix of outcomes need not match the whole.

SMILES	SNCA expr inhib	3T3 cytotox	GPT2 inh	IP6K1 inh	HEK293 tox	Luciferase inh	HEK293 viab
COCCCN1CC2(CCN(C(=O)Cc3nonc3C)CC2)CC1=O	37%[activator]	-13%	2%	1	-9%	-1%	-5%
CCC(=O)C1=C(c2ccc(C)cc2)N(C(=O)CC)n2c(nnc2C2CCCCC2)S1	-6%	·	·	14	·	·	-1%
O=c1c2nc(-c3cccc(C(F)(F)F)c3)ccc2ncn1Cc1ccccn1	-17%[87.6 µM]	?	4%[88.5 µM]	-9	-21%[172 µM]	6%[172 µM]	0%[87.6 µM]
COc1cccc(NC(=O)CSCn2nnc3c(=O)[nH]c(Cc4ccc(F)cc4)nc32)c1	?	·	·	5	·	·	4%
Cc1ccc(S(=O)(=O)N2CCN(Cc3ccc4c(c3)OCO4)CC2)cc1	42%[activator]	·	·	22	·	·	-3%
CCc1noc(-c2nc(-c3ccc(OC)cc3)no2)n1	88%[activator]	1%	i	5	?	?	-4%
Cc1ccccc1-c1nc(CS(=O)CC(=O)NCCc2ccc(Cl)cc2)c(C)o1 (stereo unspecified)	5%	·	·	8	·	·	3%
CN1CCC([C@@H]2CN(S(=O)(=O)c3cccnc3)C[C@H]2C(N)=O)CC1	5%	0%	-9%	3	-2%	9%	5%[12.5 µM]
CC(O)c1cc2n(n1)CCN(C1CCN(C(=O)c3cnccn3)CC1)C2 (stereo unspecified)	1%	i	4%	1	i	-1%	8%
CCn1ncc(N2CCC(NC(=O)C(C)(C)CC)CC2)cc1=O	-24%	4%	-2%	19	5%	3%	-4%
O=C(O)c1ccc(-c2ccc(N3CCCCCC3)nc2)cc1	51%[activator]	?	i	-12	7%	4.5µM*	-7%
Cc1cc(CN2C[C@@H](CO)[C@H](NC(=O)C3CC3)C2)n(C)n1	8%	i	i	0	i	-2%	-8%
C#CCNC(=O)c1cc(-c2ccccc2C(F)(F)F)nc2c1cnn2C	·	?	·	3	?	·	·
CCCc1nc(C(=O)N(C)Cc2cnn(-c3ccccc3C)c2)cs1	-25%	?	-22%	6	-30%	-2%	-10%
CCOC(=O)N1CCC(NC(=O)c2ccc3c(c2)N(Cc2ccc(Cl)cc2)C(=O)c2ccccc2S3(=O)=O)CC1	-19%	·	·	6	·	·	-2%
O=C(NC1CCCN(c2cc(-c3ccc(F)cc3)[nH]n2)C1)c1cnccn1 (stereo unspecified)	2%	-17%	-15%	0	?	?	-2%
Cc1nc(-c2cnccn2)n(CC(=O)Nc2ccc3c(c2)OCCO3)c(=O)c1C	11%	-9%	i	4	9%	-13%	3%
CCCS(=O)(=O)N1CCCC1c1nc2ccccc2s1 (stereo unspecified)	57%[activator]	-29%	-38%	5	?	0%	-2%
NC[C@H](O)c1ccc(O)c(O)c1	9%	·	10µM*!	-70*	·	·	5%
CCS(=O)(=O)N1CCCCCCNC(=O)[C@@H]2C[C@@H](C(=O)NCCc3c[nH]c4ccccc34)C[C@@H]21	-10%	-13%	-1%	-2	35µM*	0%	-5%
Cc1ccccc1C(=O)N1CCC(C(NC(=O)c2ccccc2Cl)C(=O)N2CCCCC2)CC1 (stereo unspecified)	16%	-13%	-7%	8	-12%	-11%	0%
CCS(=O)(=O)N1CCCC(n2c(C)cnc2C2CC2)C1 (stereo unspecified)	-3%	-16%	?	1	-8%	-3%	11%
O=C1CC(c2ccccc2)Cc2[nH]c(=O)c(C(=O)Nc3cccc(F)c3)cc21 (stereo unspecified)	-24%	·	·	-93*	·	·	3%
COc1ccccc1CNC(=O)C1(c2ccc(NC(C)=O)cc2)CCCCC1	-9%	-1%	i	6	-6%	0%	-9%
Cn1c(C(=O)N2CCC(N3CCCCC3)CC2)cc2c1CCN(Cc1cccc(F)c1)C2	2%	?	-15%	-9	?	-2%	-18%

Reprinted from the part before: 2 entries, then new ones.
SMILES	SNCA expr inhib	3T3 cytotox	GPT2 inh	IP6K1 inh	HEK293 tox	Luciferase inh	HEK293 viab
COc1ccccc1CNC(=O)C1(c2ccc(NC(C)=O)cc2)CCCCC1	-9%	-1%	i	6	-6%	0%	-9%
Cn1c(C(=O)N2CCC(N3CCCCC3)CC2)cc2c1CCN(Cc1cccc(F)c1)C2	2%	?	-15%	-9	?	-2%	-18%
Cc1ccc(S(=O)(=O)C(CNC(=O)c2ccccc2F)c2cccs2)cc1 (stereo unspecified)	3%	·	·	-2	·	·	-4%
Clc1ccc(-c2ccc(CN3CC[C@H]4CC[C@@H](C3)N4)o2)cc1	2%	28µM*	-5%	5	28µM*	?	-14%
O=C(Nc1ccccc1)Nc1cccc(-c2nnc3n2CCCC3)c1	66%[activator]	4%	i	28	-4%	-21%	15%
COc1ccc(OC(=O)CSc2nnc(-c3ccc(F)cc3)o2)cc1	-33%	·	·	23	·	·	4%
CCc1cccc(C)c1NC(=O)Cn1cc2c(n1)CCCCC2	5%	·	·	4	·	·	1%
Cc1ccc(CNC(=O)N2CC(N(CC(C)C)C3CCN(C)CC3)C2)cc1	24%	-4%	i	-10	i	·	2%
CN1c2cc(C(=O)NCc3cccs3)ccc2C(=O)N2CCCCC21 (stereo unspecified)	211%[activator]	-21%	i	-1	?	25µM*	?
COc1ccc(Cl)cc1NC(=O)CN1C(=O)CSc2ccc(S(=O)(=O)N3CCCC3)cc21	-5%	·	·	3	·	·	3%
CCOC(=O)c1c(C)n(-c2ccccc2)c2ccc(OC(=O)c3ccccc3Cl)cc12	19%	·	·	-16	·	·	?
CCOC(=O)c1c(SCC(=O)Nc2cccc(C)c2C)nc(=O)[nH]c1C	4%	·	·	5	·	·	14%
COCC1CN(C2CCC2)CC12CCN(C(=O)c1ccc(OC)cc1)CC2 (stereo unspecified)	-6%	-16%	i	3	?	-12%	-8%
COc1ccccc1N1CCN(C(=O)c2cc(NC(=O)C(C)C)cc3nc(C)ccc23)CC1	-29%	-17%	i	13	-12%	?	-3%
Cc1ccc(NC(=O)C2CCCN(S(=O)(=O)c3ccc4c(c3)CCCC(=O)N4)C2)cc1N(C)C (stereo unspecified)	-4%	·	·	-10	·	·	0%
COCC(=O)N[C@H]1C[C@@H](CO)N(Cc2cccc(F)c2F)C1	2%	i	i	10	4%	5%	-2%
Cc1ccnc(NC(=O)C2CC(=O)N(c3n[nH]c4cccc(F)c34)C2)c1 (stereo unspecified)	-15%	?	-17%	3	28µM*	0%	5%
COc1ccc(C(=O)N2CCCC(c3nc(-c4ccccc4)no3)CCNC(=O)CC2)cc1 (stereo unspecified)	-4%	-18%	-10%	3	?	-2%	1%
CCc1nn(CC(=O)NCc2ccc(C)cc2)c(=O)c2cc3occc3n12	-4%	·	·	-4	·	·	4%
Cn1ncc2c(C(=O)NCc3ccc(F)cc3)cc(-c3ccsc3)nc21	2%	?	i	5	?	·	-2%
O=C(Nc1ccc2nc(SCC(=O)N3CCc4ccccc43)sc2c1)c1ccccc1F	5%	·	·	3	·	·	1%
O=C(O)c1cccc(-c2cc(C(F)(F)F)ccc2Cl)c1	21%	i	-9%	-21	5%	·	4%
CCc1ccccc1NC(=O)C1CCN(c2nc3ccccc3[nH]2)CC1	1%	·	·	10	·	·	4%
Cc1ccc(Cl)cc1NC(=O)c1cccc(NC(=O)N2CCSc3ncccc32)c1	-10%	·	·	7	·	·	-13%
Cc1cccc(NC(=O)c2cc3n(n2)CC(c2ccc(Cl)cc2)OC3)c1C (stereo unspecified)	-11%	-18%	-2%	14	?	7%	-4%
Cc1nc(C)c(C(=O)N2CCc3nn(Cc4ccccc4)c(=O)n3CC2)s1	24%	-25%	?	-7	-15%	-17%	8%
Cc1nnc(-c2cc(-c3ccc([S+](C)(=O)[O-])cc3)ccn2)n1Cc1ccccc1	-23%[87.6 µM]	?	4%[88.5 µM]	1	?	5%[172 µM]	-8%[87.6 µM]

Four compounds already listed, ordered by heavy-atom count, falling.
SMILES	SNCA expr inhib	3T3 cytotox	GPT2 inh	IP6K1 inh	HEK293 tox	Luciferase inh	HEK293 viab
CCOC(=O)c1c(C)n(-c2ccccc2)c2ccc(OC(=O)c3ccccc3Cl)cc12	19%	·	·	-16	·	·	?
Cc1nnc(-c2cc(-c3ccc([S+](C)(=O)[O-])cc3)ccn2)n1Cc1ccccc1	-23%[87.6 µM]	?	4%[88.5 µM]	1	?	5%[172 µM]	-8%[87.6 µM]
Cc1ccc(CNC(=O)N2CC(N(CC(C)C)C3CCN(C)CC3)C2)cc1	24%	-4%	i	-10	i	·	2%
CCOC(=O)c1c(SCC(=O)Nc2cccc(C)c2C)nc(=O)[nH]c1C	4%	·	·	5	·	·	14%

Other compounds
SMILES	SNCA expr inhib	3T3 cytotox	GPT2 inh	IP6K1 inh	HEK293 tox	Luciferase inh	HEK293 viab
NC(=O)C1CCN(C(=O)[C@H]2C[C@@H](O)[C@H](O)[C@@H]3N=C(Nc4cccc(C(F)(F)F)c4)S[C@@H]32)CC1	3%	2%	i	6	-24%	?	2%
COC[C@H]1CCCN1Cc1nc(C2(O)CCN(C(C)=O)CC2)cs1	-8%[87.6 µM]	i	-1%[88.5 µM]	-10	i	-5%[172 µM]	0%[87.6 µM]
Cc1nc([C@@H]2CN(C(=O)Cc3ccc(S(C)(=O)=O)cc3)C[C@H]2C(N)=O)n[nH]1	8%	-4%	2%	31	i	7%	-2%
CC(C)c1noc(-c2cn(C3CCN(C(=O)c4ccc[nH]4)CC3)nn2)n1	7%	-10%	2%	10	-15%	18%	4%
CN(C)c1cccc(NC(=O)c2ccc3c(c2)NC(C)(COc2cccnc2)CO3)c1 (stereo unspecified)	31%[activator][87.6 µM]	-17%[138 µM]	4%[88.5 µM]	-15	?	?	-5%[87.6 µM]
COc1ccc(CCn2nc3n(c2=O)CCN(Cc2ccccc2C)C3=O)cc1	-18%	?	i	11	-7%	11%	-10%
Cn1ccnc1C(=O)N1C[C@@H](Oc2cccnc2)C[C@H]1C(=O)N1CCCC1	35%[activator]	-15%	-13%	13	-13%	-7%	6%
COc1ccccc1NC(=O)NC[C@H]1O[C@H](Cc2cc(-c3ccc(F)cc3)on2)CC[C@@H]1O	102%[activator]	-24%	-13%	23	-25%	-14%	-7%
Cc1nn2c(=O)cc(COC(=O)c3cccc(NC(=O)CCc4ccccc4)c3)nc2s1	15%	·	·	-13	·	·	-2%
COc1ccc(CN(Cc2ccco2)c2cnc(S(C)(=O)=O)nc2C(=O)Nc2ccc(C)c(C)c2)cc1	-2%	·	·	24	·	·	15%
COc1ccc(-c2ccc3c(c2)C(=O)N2CC[C@H](NC(=O)C4CCCC4)[C@H]2C(=O)N3)cc1	22%[87.6 µM]	?	-4%[88.5 µM]	-8	-25%[172 µM]	22µM*	0%[87.6 µM]
CCCN1CCN(CCNC(=O)c2cn3ccnc(-c4ccc(OC)cc4)c3n2)CC1	9%	-11%	i	20	-9%	-3%	-3%
